# Screening data (PubChem BioAssay)
# SIAE inh – human SIAE inhibition, primary screen | SIAE FP-Rh probe binding, fluorescence polarization | hit rate 0.69% among 370,000 | Q9HAT2 | inhibition, % at 9.66 µM | AID 1053197;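 active = inhibition above a cutoff: mean of compounds within the control limits plus 3 SD of those, cut at about 17% in these data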;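 note: 0% = plate median of compound wells and 100% = probe without SIAE protein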
# mABHD4 FP – inhibits mouse alpha/beta hydrolase domain 4; inhibition, % at 8.92 µM; purified mABHD4, FP-Rh probe fluorescence polarization; hit rate 0.54% among 370,000; Q8VD66; AID 720543;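 active = inhibition exceeding the mean over every tested compound plus 3 SD, cut at about 30% in these data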;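 note: 0% = plate median of compound wells and 100% = S159A mutant with DMSO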
# Target sequence (Q8VD66 whole entry, looked up, the tested form may be a part): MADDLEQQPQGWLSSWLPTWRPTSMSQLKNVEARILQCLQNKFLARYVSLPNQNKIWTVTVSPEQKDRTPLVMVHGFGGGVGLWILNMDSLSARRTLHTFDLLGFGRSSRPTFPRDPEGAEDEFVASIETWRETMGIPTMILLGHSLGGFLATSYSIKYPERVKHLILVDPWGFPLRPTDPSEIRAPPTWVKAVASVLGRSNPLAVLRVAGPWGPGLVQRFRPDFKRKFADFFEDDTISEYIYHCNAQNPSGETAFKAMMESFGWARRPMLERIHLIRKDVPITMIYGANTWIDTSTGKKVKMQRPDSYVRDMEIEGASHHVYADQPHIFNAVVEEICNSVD
#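 assay system = mABHD4 protein | compound dosing = single nominal dose of 8.92 µM, 0.89% DMSO final | read-out basis = percent inhibition of probe binding, normalized to plate controls | schedule = Enzyme–compound pre-incubation 45 min, then probe 60 min, both 25 °C | detection = fluorescence polarization, excitation 525 nm, emission 598 nm, BODIPY TMR filters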
# PG9 Ab binder – PG9 antibody binding by small molecule | TR-FRET gp120-PG9 antibody binding | inhibition, % at 6.7 µM | hit rate 0.43% among 360,000 | AID 624416; in the data active = inhibition above about 8.5%
# UHRF1 binding – blocks human UHRF1 binding to methylated DNA; Q96T88; UHRF1 binding to methylated oligo, TR-FRET; inhibition, % at 4.4 µM; hit rate 0.75% among 370,000; AID 687016; in the data active = inhibition above about 21%;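 note: UHRF1 SRA domain binding a hemimethylated CpG hairpin DNA probe; 0% = median of test compound wells and 100% = reference inhibitor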
# DDE Tn7 FP inh – DD(E)-Tn7 binding inhibition, primary FP screen; FP displacement of FITC-Tn7 peptide from fibrin DD(E); 0% = median of compound wells per plate; inhibition, % at 8.3 µM; hit rate 0.13% among 370,000; AID 720508;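 active = inhibition above the mean of compounds falling within the control limits plus 3 SD of them, cut at about 14% in these data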;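 note: 0% = plate median of compound wells and 100% = 10 µM Aha-Tn7 peptide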
#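 Assay system: human fibrin DD(E). Input: DD(E) 2 µM final. Medium: Tris buffer with calcium and detergent, pH 7.8. Compound dosing: single point at 8.3 µM. Timing: 10 min plus 3 h, room temperature. Technique: fluorescence polarization of the labelled Tn7 tracer. Read-out: percent inhibition. Replicates: singlicate testing.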
# PRMT1 FP inh – blocks human protein arginine methyltransferase 1 | Q99873 | recombinant PRMT1, activity-based probe fluorescence polarization | inhibition, % at 2.79 µM | hit rate 1.3% among 370,000;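 active = inhibition above about 21% made by adding two undisclosed values, limit read from the data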
# Target sequence (Q99873 whole entry, looked up): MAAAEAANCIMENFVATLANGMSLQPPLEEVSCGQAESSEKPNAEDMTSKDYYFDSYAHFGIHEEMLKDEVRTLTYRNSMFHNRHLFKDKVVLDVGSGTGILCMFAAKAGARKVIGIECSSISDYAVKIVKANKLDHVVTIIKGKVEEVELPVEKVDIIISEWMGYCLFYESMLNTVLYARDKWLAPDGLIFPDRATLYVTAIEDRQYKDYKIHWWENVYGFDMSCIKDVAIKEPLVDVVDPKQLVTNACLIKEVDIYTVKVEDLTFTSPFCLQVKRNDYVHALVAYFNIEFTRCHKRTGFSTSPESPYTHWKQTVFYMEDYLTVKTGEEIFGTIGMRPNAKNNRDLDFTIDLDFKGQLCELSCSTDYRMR
# TDP2 absorb – TDP2 (human) inhibition, absorbance primary screen. inhibition, % at 12.8 µM. AID 720702. hit rate 0.34% among 370,000. recombinant TDP2, T5PNP hydrolysis, p-nitrophenol absorbance 415 nm. O95551;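 active = inhibition above the mean of all tested compounds plus 3 SD, set per campaign, cut at about 25% in these data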;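 note: 0% = DMSO with enzyme and 100% = buffer with substrate but no TDP2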
# Target sequence (O95551 whole entry, looked up): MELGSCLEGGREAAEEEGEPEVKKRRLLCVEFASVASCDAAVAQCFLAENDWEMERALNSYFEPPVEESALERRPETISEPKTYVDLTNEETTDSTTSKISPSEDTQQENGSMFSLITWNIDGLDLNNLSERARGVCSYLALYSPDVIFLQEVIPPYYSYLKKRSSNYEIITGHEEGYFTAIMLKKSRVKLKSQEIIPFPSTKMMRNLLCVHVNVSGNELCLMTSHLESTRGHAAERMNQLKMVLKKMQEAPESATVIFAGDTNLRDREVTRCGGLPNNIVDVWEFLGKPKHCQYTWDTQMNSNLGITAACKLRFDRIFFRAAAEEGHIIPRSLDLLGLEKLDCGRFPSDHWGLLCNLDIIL
#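 Material: recombinant human TDP2; quantity: TDP2 enzyme at 120 nM final; medium: Tris-HCl pH 7.5 with MgCl2; compound: single concentration, 12.8 µM nominal, with 1% DMSO; incubation: 2 h enzyme incubation at 37 °C; signal: epi absorbance; measure: percent inhibition; benchmarks: high control without enzyme, low control DMSO plus TDP2; repeats: singlicate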
# TCR-CD3 inh – inhibitors of human TCR-CD3 interaction; inhibition, % at 9.4 µM; TAMRA-labeled TCR probe fluorescence, biochemical; hit rate 0.37% among 360,000; in the data active = inhibition above about 19%;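 note: recombinant mutant TCR 2C K166C tagged with TAMRA read by polarization; 0% = receptor in buffer alone and 100% = receptor with positive control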
# HTRA1 inh – blocks human HTRA1 serine peptidase; Q92743; recombinant HTRA1, FP-rhodamine activity-based probe, fluorescence polarization; inhibition, % at 5.96 µM; hit rate 0.5% among 340,000; AID 504803; in the data active = inhibition above about 36%;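 note: 0% = enzyme with DMSO and 100% = wells lacking enzyme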
# LEDGF integ inh – blocks HIV-1 LEDGF/p75-dependent DNA integration; TR-FRET IN-LEDGF/p75 DNA integration, Eu/Cy5; inhibition, % at 3.7 µM; hit rate 0.64% among 370,000; AID 743269;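 active = inhibition above the screen-wide mean plus 3 SD, cut at about 13% in these data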;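 note: signal is the Cy5 over europium emission ratio at 671 and 618 nm; 0% = plate median of compound wells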
# Active calls of the source: *; · = no result given. Compounds were not picked by outcome; any-hit rate near 4.2%.
SMILES,SIAE inh,mABHD4 FP,PG9 Ab binder,UHRF1 binding,DDE Tn7 FP inh,PRMT1 FP inh,TDP2 absorb,TCR-CD3 inh,HTRA1 inh,LEDGF integ inh
COc1ccc2nc(N3C(=O)CNC3=S)sc2c1,-4,3,-2.7,-1,5,-2,-1,3,-2,-4
COc1cc(/C=C2/C(=O)NN(c3cccc(Cl)c3)C2=O)cc(OC)c1O,9,36*,-16,-1,-1,22*,0,2,6,-1
CCn1c(SCC(=O)NCC(=O)Nc2ccc(F)cc2)nnc1-c1cccs1,-4,3,-1.3,1,-7,1,0,3,-2,-3
CC(C)Oc1ccc(C2CCC(=O)NC2=O)cc1 (centres undefined),-3,10,-1.9,-2,-5,2,13,8,1,-1
O=C(CCN1C(=O)C2C3C=CC(C4CC34)C2C1=O)Oc1cccc2cccnc12 (centres undefined),11,-1,-0.9,-1,-5,-4,4,1,13,2
Cc1cc(C)c(NS(=O)(=O)c2ccc(NC(=O)CCC(=O)O)cc2)c(C)c1,-8,-2,1.0,0,8,2,-5,0,-3,-5
CCN1C(=O)CC(N2CCN(c3ccc(C(=O)c4ccccc4)cc3)CC2)C1=O (centres undefined),4,-2,-1.0,0,9,0,-2,5,3,-3
CC(=O)Nc1cccc(N2CCCC2=O)c1,1,2,0.5,2,-7,0,-10,1,3,2
Cc1cc(C(=O)COC(=O)CNS(=O)(=O)c2ccc3ccccc3c2)c(C)n1-c1ccccc1,2,3,2.1,0,3,-3,-2,7,-28,0
CN(Cc1ccccc1)S(=O)(=O)c1ccc(Cl)c(C(=O)N2CCC(C(N)=O)CC2)c1,-2,-1,-1.6,-1,5,-5,-3,3,-3,2

# In a second layout: 3 of the compounds above.
mol	SIAE inh	mABHD4 FP	PG9 Ab binder	UHRF1 binding	DDE Tn7 FP inh	PRMT1 FP inh	TDP2 absorb	TCR-CD3 inh	HTRA1 inh	LEDGF integ inh
O=C(CCN1C(=O)C2C3C=CC(C4CC34)C2C1=O)Oc1cccc2cccnc12 (centres undefined)	11	-1	-0.9	-1	-5	-4	4	1	13	2
Cc1cc(C)c(NS(=O)(=O)c2ccc(NC(=O)CCC(=O)O)cc2)c(C)c1	-8	-2	1.0	0	8	2	-5	0	-3	-5
CCN1C(=O)CC(N2CCN(c3ccc(C(=O)c4ccccc4)cc3)CC2)C1=O (centres undefined)	4	-2	-1.0	0	9	0	-2	5	3	-3

# (more compounds)
SMILES,SIAE inh,mABHD4 FP,PG9 Ab binder,UHRF1 binding,DDE Tn7 FP inh,PRMT1 FP inh,TDP2 absorb,TCR-CD3 inh,HTRA1 inh,LEDGF integ inh
COC(=O)c1ccc2c(=O)n(CC3CCCO3)c(SCC(=O)Nc3ccc(OC)cc3OC)nc2c1 (centres undefined),-10,-8,-1.7,4,1,-5,-25,-1,3,4
CC(C)CN1C(=O)[C@@]2(CC(=O)N(C)C2c2ccccc2)c2cc(-n3cc(CN(C)C)nn3)ccc21 (some centres undefined),6,-4,·,8,1,1,-4,·,·,-2
O=C(O)C1CC=CCC1C(=O)N1CCc2ccccc21 (centres undefined),6,5,0.6,-1,8,-3,-5,-5,3,3
Cc1ccc(-c2nnn(CC(=O)N(CC(=O)NCc3ccccc3)c3cccc(C)c3C)n2)o1,5,-8,1.9,3,5,-2,0,-4,-44,-1
CCCc1nc(SCc2ccc(OCC)cc2)n[nH]1,3,1,-0.3,1,8,-1,7,2,3,-4
Cc1noc(C)c1S(=O)(=O)NCCc1ccc(S(N)(=O)=O)cc1,-2,1,-1.5,0,3,0,-6,6,1,0
Cc1cc(NC(=O)COC(=O)COc2ccc(Cl)cc2C)c([N+](=O)[O-])cc1C,-16,8,0.6,23*,3,1,6,-5,-4,1
CCN(CC)c1ccc(NC(=O)COc2ccc(N(C)S(=O)(=O)c3cccs3)cc2)cc1,-1,-2,-0.5,12,7,7,-6,-3,0,1
CCCC(=O)Nc1cccc(NC(=O)Cc2ccc(Cl)cc2)c1,-4,-13,-2.0,1,0,5,-5,-8,·,-6
Cc1ccccc1OCc1nc(-c2ccc(NC(=O)c3cccs3)cc2)no1,-6,-18,1.3,-5,4,-4,4,28*,-34,3
CC(C)(C)c1ccc(C(=O)N/C(=C\c2cccc([N+](=O)[O-])c2)C(=O)Nc2cccc(C(=O)O)c2)cc1,-3,33*,-0.7,-1,-8,1,10,1,-27,2
Cc1n[nH]c(=O)nc1NC1CCCCC1,-2,-14,0.1,4,-8,-1,-8,-5,-2,3
Cc1cc(C(C#N)c2ccccc2F)n2ncnc2n1 (centres undefined),17,1,-1.9,-3,9,-5,4,1,-5,-6
CNC(=S)N/N=C/c1cn(CCOc2ccc(OC)cc2)c2ccccc12,12,7,-1.7,-2,10,3,-5,0,-2,-2
COc1cccc(-c2ncc3ccccc3c2COC(=O)c2ccc(C(C)(C)C)cc2)c1,-7,-8,-1.5,0,-6,0,2,-2,-35,0
Cc1ccc(C)c(S(=O)(=O)N2CCCC2CNC(=O)C(=O)NC2CC2)c1 (centres undefined),4,3,-2.0,0,-10,-6,1,-2,-3,1
Cc1nc(SCc2cccc(C(=O)O)c2)nc2c1CCCC2,7,-4,2.5,-1,-2,2,-2,1,-2,-1
CCc1ccc(-c2nc(CN3CCCC(C(=O)NCCc4ccc(OC)c(OC)c4)C3)c(C)o2)cc1 (centres undefined),10,2,-1.2,-1,3,-2,-16,3,-11,-3
CCOc1ccc(/C=N/NC(=O)Cc2ccccc2)cc1CN1CC2CC(C1)c1cccc(=O)n1C2 (centres undefined),0,5,0.3,2,-3,3,-5,6,-19,-6
CCOC(=O)N1CCN(C(=O)Cn2c(C)cc3ccccc3c2=O)CC1,4,5,1.6,-3,2,-2,7,7,-5,0
Cc1nc(C(F)(F)F)nc(Nc2ccc(Br)cc2)c1C#N,-3,-11,5.7,-1,2,5,6,2,5,-2
O=C(O)c1cc(-c2cccs2)[nH]n1,-5,0,-1.6,-1,0,1,2,-3,2,-3
COc1ccc(C(=O)/C=C/Nc2c(C)n(C)n(-c3ccccc3)c2=O)c(OC)c1,-2,11,-2.7,-1,-8,-1,3,-3,-3,-1
Cc1ccc(S(=O)(=O)N2CCN(S(=O)(=O)N3CCCCC3)CC2)cc1C,-4,-10,0.1,3,3,5,1,-13,6,4
Cc1ccccc1Nc1ccc([N+](=O)[O-])cn1,-4,-13,-0.5,5,2,5,-11,-7,-19,-2
COc1cc(-c2noc(C)c2C(=O)NCCO)cc(OC)c1OC,2,8,-0.9,0,-2,0,-5,6,3,-2
CCOc1ccc(NC(=O)CSc2cn[nH]n2)cc1,1,0,-0.1,-1,3,4,-3,-1,0,-3
O=C(NCCSCc1ccc(Cl)cc1Cl)c1ccc(CN2CCOCC2)cc1,-10,-4,0.6,2,4,1,-4,-1,-8,0
COC(=O)c1ccc(C23CC4(C2)[C@H](CN(Cc2ccc(-c5ccccc5)cc2)[C@@H]4c2ccccc2)C3c2ccc(Cl)nc2)cc1 (some centres undefined),-10,-6,-0.5,-1,-2,2,-7,7,·,-2
COCCNC(=O)C(=O)c1c(-c2ccccc2)[nH]c2ccccc12,-9,0,-0.8,5,0,6,-13,-8,3,-3
O=C(NCc1nc2ccccc2[nH]1)C1=C[C@@H](C2CCCCC2)C[C@@H](OCCCCO)O1,0,-1,-3.2,-1,-1,-1,-5,1,-2,-3
Cc1ccc(NS(=O)(=O)c2cccc(C(=O)N3CCOCC3)c2)cc1,-6,0,-1.9,2,0,2,-2,1,1,3
CCCC(=O)NC(c1ccc(OC)cc1)c1ccc2cccnc2c1O (centres undefined),12,4,-1.2,-6,2,-2,-13,-5,27,-2
COc1cccc(NC(=O)C2CCCN(S(C)(=O)=O)C2)c1 (centres undefined),3,0,-1.1,0,-4,-1,11,0,5,4
CCCCCc1c(C)nc(Nc2ccccc2)[nH]c1=O,-1,0,2.3,-1,1,1,10,8,-1,1
O=C(O)c1ccccc1N1C(=O)C2C3c4ccccc4C(Br)(c4ccccc43)C2C1=O (centres undefined),1,-5,-3.0,0,4,-2,-15,-6,-1,7
Cc1nc2ccccn2c1C(=O)N/N=C/c1ccccc1,-4,10,0.1,2,-8,-2,-15,3,-4,3
CC(C)c1ccccc1NC(=O)c1ccco1,-4,5,0.9,1,-3,0,12,0,-12,-1
O=S(=O)(Nc1cccc(-c2cn3c(n2)SCC3)c1)c1ccccc1F,1,-5,-4.2,-1,7,3,-11,-6,0,5
O=C1C2C3C=CC(C2C(=O)N1CCCO)C1C2C(=O)N(CCCO)C(=O)C2C31 (centres undefined),-8,5,-0.7,14,0,0,-3,7,3,-1
Cc1oc(-c2ccccc2F)nc1CS(=O)(=O)CC(=O)NCc1ccccc1Cl,-7,-3,1.7,5,-10,0,-18,-2,-15,6
COCCn1c(C)cc(C2=NNC(=NC3CC3)SC2)c1C,25*,4,0.8,-6,-5,10,10,-4,10,0
O=[N+]([O-])c1ccc(N2CCN(CCO)CC2)c2ncccc12,-4,-5,-1.9,-17,3,2,-5,-2,6,-2
Cc1ccc(NC(=O)/C(C#N)=C/c2cccs2)c(C)c1,10,3,-4.0,-4,4,2,3,1,-6,1
COC(=O)CN1C(=O)C(C)(C)Oc2ccc(C(=O)Nc3ccccc3F)cc21,-3,2,-0.3,0,0,0,-6,8,-6,-4
CCOc1ccc(-c2nc(CSc3nnc(N)s3)cs2)cc1,0,0,-1.7,0,-8,2,7,-8,-8,1
O=S(=O)(CCN1CCN(c2ccccc2O)CC1)c1ccc(Cl)cc1,5,3,-2.2,3,5,3,9,6,-1,3
COc1cccc(COC(=O)C2CC(=O)N(Cc3ccccc3)C2)c1OC (centres undefined),-4,9,0.9,-1,-1,-1,2,-1,4,-2
Nc1[nH]c(N=NC(=O)c2ccccc2O)c2ccccc12,2,11,-2.7,2,8,2,-11,-1,5,-9
Cc1onc(-c2c(Cl)cccc2Cl)c1C(=O)NNc1ccccc1,7,4,-0.8,-3,-5,1,-5,-6,5,3
C=CCc1cccc2cc(C(=O)Nc3ccc(CC(=O)O)cc3)c(=O)oc12,-22,-4,1.1,0,-6,5,4,6,-28,1

# Some of these compounds in order of formula weight, largest number first:
SMILES,SIAE inh,mABHD4 FP,PG9 Ab binder,UHRF1 binding,DDE Tn7 FP inh,PRMT1 FP inh,TDP2 absorb,TCR-CD3 inh,HTRA1 inh,LEDGF integ inh
Cc1oc(-c2ccccc2F)nc1CS(=O)(=O)CC(=O)NCc1ccccc1Cl,-7,-3,1.7,5,-10,0,-18,-2,-15,6
CCOc1ccc(-c2nc(CSc3nnc(N)s3)cs2)cc1,0,0,-1.7,0,-8,2,7,-8,-8,1
COCCn1c(C)cc(C2=NNC(=NC3CC3)SC2)c1C,25*,4,0.8,-6,-5,10,10,-4,10,0
